FEN1 inh: blocks human flap endonuclease 1 | AID 588795 | Potency, µM (doses to about 114 µM), for inactives: top-dose activity change, negative = inhibition, usual class: inhibitors | Recombinant FEN1 flap cleavage, fluorescence, 15 min | 390,000 tested, 0.35% active | P39748; also: nearly all actives have a fitted effect of over 65% in size
Target sequence (P39748 whole entry, looked up): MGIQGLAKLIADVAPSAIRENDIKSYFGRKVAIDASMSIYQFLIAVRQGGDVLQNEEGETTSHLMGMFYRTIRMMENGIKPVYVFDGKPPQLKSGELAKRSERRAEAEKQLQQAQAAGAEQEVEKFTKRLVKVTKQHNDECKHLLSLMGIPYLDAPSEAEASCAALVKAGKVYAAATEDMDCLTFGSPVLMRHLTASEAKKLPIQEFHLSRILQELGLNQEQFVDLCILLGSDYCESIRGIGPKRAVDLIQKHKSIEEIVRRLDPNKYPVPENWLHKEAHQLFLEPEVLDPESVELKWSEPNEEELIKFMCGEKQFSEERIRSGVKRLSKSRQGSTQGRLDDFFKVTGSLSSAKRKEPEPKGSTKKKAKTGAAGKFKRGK
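FEN1 at 10 nM preincubated with compounds 15 min at room temperature, then flap DNA substrate added at 50 nM final. Signal read at 0 and 15 min; concentration-response fitted with four-parameter Hill equation.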
N370S GC: N370S glucocerebrosidase modulation, Gaucher chaperone candidate; P04062; N370S GC spleen homogenate, 4MU-glucoside fluorescence; Potency, µM (highest dose often 59.4 µM), for the others: top-dose activity change, negative = inhibition, most hits filed as inhibitors; 330,000 tested, 0.092% active; AID 2101;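 also: 0% = full enzyme activity and -100% = no enzyme basal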
TDP1 inh: TDP1 (human) enzyme inhibition; recombinant TDP1, AlphaScreen DNA substrate cleavage; 350,000 tested, 0.28% active; Q9NUW8; AID 485290; Potency, µM (top dose mostly 130 µM), inactives show top-dose activity change, negative = inhibition, most hits filed as inhibitors; also: nearly all actives have a fitted effect of over 40% in size
Target sequence (Q9NUW8 whole entry, looked up): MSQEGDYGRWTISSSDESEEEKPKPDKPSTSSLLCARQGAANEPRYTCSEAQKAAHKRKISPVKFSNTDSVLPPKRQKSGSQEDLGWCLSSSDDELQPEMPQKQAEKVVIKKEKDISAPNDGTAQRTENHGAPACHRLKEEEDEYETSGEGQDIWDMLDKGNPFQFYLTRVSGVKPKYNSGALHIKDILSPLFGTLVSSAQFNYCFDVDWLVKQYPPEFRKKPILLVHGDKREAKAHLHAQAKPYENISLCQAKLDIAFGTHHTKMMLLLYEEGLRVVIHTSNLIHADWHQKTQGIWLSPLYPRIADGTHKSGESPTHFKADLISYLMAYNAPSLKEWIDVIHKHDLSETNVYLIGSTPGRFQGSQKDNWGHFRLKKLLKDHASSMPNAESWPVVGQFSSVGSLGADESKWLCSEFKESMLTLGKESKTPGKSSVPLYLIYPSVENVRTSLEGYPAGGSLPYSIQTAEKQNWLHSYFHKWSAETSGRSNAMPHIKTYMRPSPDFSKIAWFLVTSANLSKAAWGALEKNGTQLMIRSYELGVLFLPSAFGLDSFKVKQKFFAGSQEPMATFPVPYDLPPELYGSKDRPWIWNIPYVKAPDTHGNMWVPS
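Here, a 5' biotin and 3' phosphotyrosine-FITC DNA oligonucleotide reports Tdp1 activity: intact substrate bridges AlphaScreen beads, while cleavage leaves a 3' phosphate and drops signal. All incubations at room temperature.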
The depositor's hits bear a star; ? = inconclusive; . = no result given; [ ] = another dose, or the depositor's remark. Calls follow the shape of the dose curve; as a rule, active = well fitted curve in the direction sought with a large enough effect; inconclusive = small, poorly fitted or top-dose-only effect, or another doubt; inactive = no such curve, though single readings can be large; an effect the other way counts as inactive or inconclusive. Unless noted, % is scaled to controls: 0 for no effect and ±100 for the full control effect; potency is read from the fitted curve at half-maximal effect.

SMILES	FEN1 inh	N370S GC	TDP1 inh
O=c1cc(Cn2ccnc2)c2cc3c(cc2o1)CCC3	-2%	-12%[2.35 µM]	6%
COc1ccc(Cn2ccc3nc(C)c(C(=O)N4CCN(c5cc(C)ccc5C)CC4)cc3c2=O)cc1	15%	.	11%
COCCN(CC(=O)Nc1cccc(C)c1C)C(=O)Cc1ccsc1	-11%	.	-1%
C=CCN1C(=O)C(=O)N(Cc2nc3ccccc3s2)C1=O	13%	0%	.
ON/C=N/C(=S)Nc1ncc(C(F)(F)F)cc1Cl	-3%	-2%	11%
CC1(C)CC(=O)c2cc(N=C/C(C(=O)c3ccccc3)=C(\O)c3ccccc3)c(=O)oc2C1	-7%	-4%	5%
O=S(=O)(O)c1ccc(N2N=C(c3ccccc3)CC2c2ccccc2)cc1 (stereo not given)	-7%	?	4%
Cc1cc(OC(C)C(=O)NCc2ccccn2)c2c(C)c(Cc3ccccc3)c(=O)oc2c1 (stereo not given)	-8%	-18%	-7%
CCOC(=O)c1c(C)[nH]c(C(=O)CSc2nnc(Nc3ccccc3F)s2)c1C	-8%	10%	2%
CCOC(=O)c1c(NC(=O)c2ccccc2Cl)sc2c1CCCC2	-2%	.	-2%
CCc1n[nH]c(=S)n1/N=C/c1cc(Br)c(O)c(OC)c1	18%	-1%	7%
CCCSc1ccc(-c2nn(-c3ccccc3)cc2/C=C(/C#N)C(=O)N2CCOCC2)cc1	-4%	-9%	0%
N#Cc1sc(C(N)=O)c(-c2ccccc2)c1-c1ccccc1	-9%	-1%	0%
COc1ccccc1-c1cc(C(=O)NCc2ccccc2)c2c(-c3ccc(C)cc3)[nH]nc2n1	-17%	.	-2%
CC#CCN(CC#CC)S(=O)(=O)c1ccc(-n2cnnn2)c(OC)c1	-1%	-12%	2%
CC1(C)CC(=O)C(CC(=O)Nc2cc(C(F)(F)F)ccc2Cl)C(=O)C1	-3%	6%	-3%
CC(=O)Nc1ccc(N2CCOCC2)c([N+](=O)[O-])c1	2%	-1%	2%
CCN1C(=O)c2ccc(C(=O)O)cc2C1=O	0%	-4%	0%
CCOC(=O)c1c(NC(=S)Nc2ccccc2C)sc2c1CCC2	-18%	18%	3%
CC1(c2nnc(Cc3ccccc3)o2)CC(c2ccccc2F)=NO1 (stereo not given)	8%	1%	-4%
O=C(NCC(c1ccco1)N1CCOCC1)c1cccc(Cl)c1 (stereo not given)	38%[activator]	-24%	.
CC(C)CC(=O)Nc1ccccc1N1CCN(c2ccccc2)CC1	-9%	0%	-4%
Nc1ccccc1C(=O)Nc1cccc2ccccc12	-4%	-1%	.
C[n+]1nc(Nc2cccc3ccccc23)sc1-c1ccc(C(=O)O)cc1	.	6%	4%
Cc1cccc(NC(=O)C2(C)CC3c4ccccc4C2c2ccccc23)c1 (stereo not given)	5%	-18%	-7%
CCC(C)NS(=O)(=O)c1ccc(NC(C)=O)cc1 (stereo not given)	-8%	1%	5%
CC1CCc2nc(NC(=O)C3CC3)sc2C1 (stereo not given)	10%	5%	7%
CCC(=O)c1ccc(OCC(=O)NNC(=O)c2cc(C)oc2C)cc1	-4%	-3%	-4%
CCNC(=O)/C(=C\C=C\c1ccccc1)NC(=O)c1ccc(Br)o1	-1%	?	1%
COC(=O)Nc1ccc(S(=O)(=O)NC2CCCCC2)cc1	12%	-9%	3%

Profiles from above. Order of values: FEN1 inh | N370S GC | TDP1 inh
CCC(=O)c1ccc(OCC(=O)NNC(=O)c2cc(C)oc2C)cc1 as listed: -4% | -3% | -4%
COC(=O)Nc1ccc(S(=O)(=O)NC2CCCCC2)cc1 as listed: 12% | -9% | 3%
N#Cc1sc(C(N)=O)c(-c2ccccc2)c1-c1ccccc1 as listed: -9% | -1% | 0%

More structures
SMILES	FEN1 inh	N370S GC	TDP1 inh
COc1ccc(C(=O)O)cc1S(=O)(=O)N(CCc1ccccc1)Cc1ccccc1	-2%	20%	.
CCOC(=O)c1ccc(NC(=O)C(CC)Sc2nc3ncccc3[nH]2)cc1 (stereo not given)	9%	.	2%
CCCCC(=O)NC(c1ccc(Cl)cc1Cl)c1ccc2cccnc2c1O (stereo not given)	?	-16%	.
O=C(CSc1nnc(-c2ccccc2)n1Cc1ccco1)NCc1ccc2c(c1)OCO2	-16%	3%	7%
O=C(NCc1ccncc1)c1ccc(NS(=O)(=O)c2cccc([N+](=O)[O-])c2)cc1	-3%	-6%	1%
c1ccc(COC(CN2CCCCCC2)CN2CCCCCC2)cc1	-2%	-3%	.
COCCNC(=O)CCc1nnc2ccc(N3CCC(C)CC3)nn12	22%	-10%	.
O=C(CC(=O)NN=C1CCCCCC1)NCc1cccnc1	1%	2%	6%
Cc1ccc2c(CC(=O)Nc3cccc(Cl)c3C)coc2c1	-2%	.	1%
O=C(O)C1CCCCC1C(=O)Nc1ccc(OCc2ccccc2)cc1 (stereo not given)	6%	-4%	1%
O=C(C1Cc2ccccc2CN1C(=O)c1ccco1)N1CCN(c2ccccc2)CC1 (stereo not given)	-9%	.	1%
COc1cc(/C=C/C(=O)OCC(=O)N2CCC(C)CC2)ccc1O	0%	-16%	.
COc1ccc(-c2nc(C(N)=O)c3c(n2)n(-c2ccccc2OC)c(=O)n3C)c(OC)c1	-2%	.	5%
CCCC(=O)Nc1ccc2nc(SCc3ccc(C)cc3)sc2c1	47%[activator]	.	1%
Oc1cccc(C(Nc2ccccn2)c2ccc3cccnc3c2O)c1Cl (stereo not given)	-13%	.	12%
Cc1cccc(C)c1N/C=C/c1onc(C)c1[N+](=O)[O-]	0%	6%	3%
O=S(=O)(Nc1ccc(Cc2ccncc2)cc1)N1CCCC1	3%	1%	-1%
CCCC1(CCC)NC(=O)N(CC(=O)Nc2cccc(OC)c2)C1=O	-5%	0%	1%
COC(=O)CC/C(O)=C1\C(=O)CC(C)(C)CC1=Nc1ccccc1OC	3%	.	0%
CCOc1ccc(-c2nc(-c3ccccc3)c(-c3ccccc3)[nH]2)cc1OCC	10%	.	1%
O=C(CN1C(=O)NC2(CCCCCCC2)C1=O)NC(=O)NCc1ccco1	2%	-28%	2%
COc1cc(NC(=O)CN(c2ccc(C)cc2)S(=O)(=O)c2cccc3nonc23)cc(OC)c1	-2%	.	2%
Cc1ccc(-n2nc3c([n+]2[O-])CCc2nonc2-3)cc1	7%	0%	-5%
C=CC[C@@H](CC(=O)NCCO)C(=O)NC[C@H](OC(=O)[C@@H](CC=C)Cc1ccc(F)cc1)c1ccccc1	-8%	.	1%
Brc1ccc(C2NCCS2)cc1 (stereo not given)	-5%	-4%	11%
COc1cc(NC(=O)CN(c2ccc(C)cc2)S(=O)(=O)c2c(C)noc2C)cc(OC)c1	-25%	-4%	8%
COc1ccc(C2/C=C\CN(C(=O)c3ccc(C)cc3)[C@H](Cc3ccccc3)C(=O)N2Cc2ccc(F)cc2)cc1 (stereo not given in full)	4%	9%	4%
C1=CC2CC1CC2CNCc1ccco1 (stereo not given)	5%	4%	-2%
COc1cccc(/C=C/c2onc(C)c2S(=O)(=O)N2CCC(C(=O)NC3CCCCCC3)CC2)c1	13%	2%	0%
CC1CCCC(C)N1/N=C/c1ccc(O)c(O)c1 (stereo not given)	4%	6%	.

Some of these compounds in order of their number in FEN1 inh, ascending:
SMILES	FEN1 inh	N370S GC	TDP1 inh
CCC(C)NS(=O)(=O)c1ccc(NC(C)=O)cc1 (stereo not given)	-8%	1%	5%
CC#CCN(CC#CC)S(=O)(=O)c1ccc(-n2cnnn2)c(OC)c1	-1%	-12%	2%
Cc1cccc(C)c1N/C=C/c1onc(C)c1[N+](=O)[O-]	0%	6%	3%
O=C(CC(=O)NN=C1CCCCCC1)NCc1cccnc1	1%	2%	6%

The results go on:
SMILES	FEN1 inh	N370S GC	TDP1 inh
O=C1C2C3C=CC(C3)C2C(=O)N1CCCCN1C(=O)C2C3C=CC(C3)C2C1=O (stereo not given)	0%	5%	9%
CCOc1ccccc1NC(=O)COC(=O)c1ccc2ccccc2n1	14%	.	-2%
CC12CCC(=O)N1C(C(=O)OCC(=O)Nc1cccc(Br)c1)CS2 (stereo not given)	2%	0%	-2%
O=C(CN(Cc1ccccc1Cl)C(=O)CNS(=O)(=O)c1ccc(F)cc1)NCC1CCCO1 (stereo not given)	4%	-5%	.
O=C(CC(=O)N/N=C/c1ccccc1)NCc1ccccc1	18%	6%	5%
CC(C)N(C(=O)c1cc2c(Cl)nc3ccccc3c2s1)C1CCCCC1	-9%	.	-1%
CC(C)CN(CC(C)C)C(=O)c1cc2c(=O)n3ccccc3nc2s1	3%	?	.
O=S(=O)(O)CCS	-14%	-1%	10%[56.1 µM]
O=C(O)c1cccc(S(=O)(=O)Nc2ccc(-c3ccccc3)cc2)c1	2%	.	-4%
CCOc1ccccc1NC(=S)N1C2CCC1CC(NC(=O)NC13CC4CC(CC(C4)C1)C3)C2 (stereo not given)	6%	8%	2%
NC(=O)c1ccc(/C(N)=N/S(=O)(=O)c2cc(C(F)(F)F)cc(C(F)(F)F)c2)cc1	-6%	-14%	.
O=C(Nc1ccccn1)c1cccnc1	-2%	18%	5%
C=C1C=CS(=O)(=O)N(Cc2ccccc2)C1	-7%	-3%	1%
O=C(CSc1nc2c(sc3ccccc32)c(=O)n1CCCN1CCOCC1)NC1CCCC1	-13%	-8%	3%
COc1ccc(-c2cnnc(N/N=C/C(C)=C/c3ccccc3)n2)cc1	.	-1%	-2%
CC(C)C(NC(=O)c1ccccc1)C(=O)NCc1ccccn1 (stereo not given)	-3%	-6%	1%
C(#Cc1ccc(C#CCN2CCCC2)cc1)CN1CCCC1	3%	-4%	-3%
CC1CCN(S(=O)(=O)c2ccc3c(c2)N(CC(=O)NCc2ccccc2Cl)C(=O)CO3)CC1	5%	.	9%
O=C(Nc1cccc(F)c1)C1CCN(c2nc3ccccc3[nH]2)CC1	-7%	.	0%
Cc1ccc2c(c1)N(CCCC(=O)NCCC1=CCCCC1)C(=O)CO2	3%	-12%	2%
CC1CC(CC(C)C(=O)Nc2nncs2)C(=O)O1 (stereo not given)	-12%	9%	6%
Cc1ccccc1OCC(=O)NNC(=O)c1cc(S(=O)(=O)N2CCOCC2)ccc1N1CCCC1	-2%	-3%	1%
C/C(=N\N=C(/N)SC1CC(=O)N(c2ccccc2)C1=O)c1cccs1 (stereo not given)	-20%	-4%	4%
CCOC(=O)C1CCCN(C(=O)c2ccc3c(c2)N(C)C(=O)/C(=C/c2ccccc2Cl)S3)C1 (stereo not given)	-22%	1%	4%
Cc1nccn1S(=O)(=O)c1cc([N+](=O)[O-])ccc1Cl	1%	2%	-2%
COc1ccc(-n2c(Cc3cccn3C)nnc2SCC(=O)N2CCC(C)CC2)cc1	-9%	7%	0%
CC1CCN(C(=O)CSc2nnc(CNC(=O)COc3ccc(Cl)cc3)o2)CC1	-3%	0%	-4%
CCOC(=O)C1CCCN(C(=O)c2ccc(S(=O)(=O)N3CCCC3)cc2)C1 (stereo not given)	-7%	-6%	-4%
COc1cccc(NC(=O)CCC2CCN(C(=O)c3scnc3C)CC2)c1	-1%	-1%	4%
CCOC(=O)c1ccc(NC2=CC(c3ccc(Br)cc3)N(c3ccc(C(=O)OCC)cc3)C2=O)cc1 (stereo not given)	2%	.	-5%
Cc1cc(C)c(S(=O)(=O)NC2CC3CCC2C3)c(C)c1 (stereo not given)	-1%	5%	.
Cc1csc(SC(C)C(=O)NCC2CCCCC2)n1 (stereo not given)	3%	0%	1%

Some of the entries so far, with values under each structure.
Values run as follows: FEN1 inh, N370S GC, TDP1 inh
C=C1C=CS(=O)(=O)N(Cc2ccccc2)C1
→ -7%, -3%, 1%
O=C(CSc1nc2c(sc3ccccc32)c(=O)n1CCCN1CCOCC1)NC1CCCC1
→ -13%, -8%, 3%
COc1ccc(-c2cnnc(N/N=C/C(C)=C/c3ccccc3)n2)cc1
→ ., -1%, -2%
CC(C)C(NC(=O)c1ccccc1)C(=O)NCc1ccccn1 (stereo not given)
→ -3%, -6%, 1%
C(#Cc1ccc(C#CCN2CCCC2)cc1)CN1CCCC1
→ 3%, -4%, -3%

Screening results as filed in PubChem BioAssay.
